Compound activity (PubChem)
DUSP3 inh: VHR1 (DUSP3) phosphatase inhibition; 0.7% of 50,000 active; recombinant VHR phosphatase, colorimetric substrate read-out; inhibition, % at 20 µM; P51452; AID 1992; in the data active = inhibition above about 60%; also: some results filed as inactive read as strong as hits
Target sequence (P51452 whole entry, looked up): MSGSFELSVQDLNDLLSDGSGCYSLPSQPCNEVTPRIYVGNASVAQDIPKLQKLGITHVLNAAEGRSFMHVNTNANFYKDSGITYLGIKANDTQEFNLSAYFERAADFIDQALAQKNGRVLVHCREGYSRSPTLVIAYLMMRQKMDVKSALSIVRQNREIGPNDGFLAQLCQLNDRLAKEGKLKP
Starred values were filed as active, the others as inactive. A portion of the library; count on the stated rates, not on these rows.

The first seven records as a preview:
# | Structure | DUSP3 inh
1 | Cc1ccc(CNC(=O)C(=O)Nc2ccc(C)cc2)cc1 | 0.1
2 | COc1ccc(CCNCc2ccccc2C(F)(F)F)cc1 | -24.5
3 | N#Cc1c(NC(=O)c2cnccn2)sc2c1CCCCCC2 | 23.5
4 | COc1ccc(C(=O)O/N=C(\N)c2ccccc2)c(OC)c1 | -7.3
5 | CC(C)C(NC(=O)OC(C)(C)C)C(=O)O (stereo not drawn) | -6.9
6 | CC(C)c1c(O)nc(SCCC(=O)O)[nH]c1=O | -5.2
7 | CC(C)c1ccc(-c2csc(NC(=O)C3C4CCC(C4)C3C(=O)O)n2)cc1 (stereo not drawn) | -1.9

The list itself, repeating the preview:
# | Structure | DUSP3 inh
1 | Cc1ccc(CNC(=O)C(=O)Nc2ccc(C)cc2)cc1 | 0.1
2 | COc1ccc(CCNCc2ccccc2C(F)(F)F)cc1 | -24.5
3 | N#Cc1c(NC(=O)c2cnccn2)sc2c1CCCCCC2 | 23.5
4 | COc1ccc(C(=O)O/N=C(\N)c2ccccc2)c(OC)c1 | -7.3
5 | CC(C)C(NC(=O)OC(C)(C)C)C(=O)O (stereo not drawn) | -6.9
6 | CC(C)c1c(O)nc(SCCC(=O)O)[nH]c1=O | -5.2
7 | CC(C)c1ccc(-c2csc(NC(=O)C3C4CCC(C4)C3C(=O)O)n2)cc1 (stereo not drawn) | -1.9
8 | Cc1ccc(NC(CC(=O)c2ccccc2)c2ccc(F)cc2)cc1 (stereo not drawn) | 4.3
9 | CCOC(=O)c1ccc(NC2=CC(=O)CC(c3ccco3)C2)cc1 (stereo not drawn) | 13.7
10 | O=C(Nc1ccccc1)Nc1nnc(SCc2ccccc2F)s1 | -23.3
11 | COc1ccc(C2/C(=C(/O)c3ccc(C)cc3)C(=O)C(=O)N2CCCn2ccnc2)c(OC)c1 (stereo not drawn) | -19.8
12 | O=C(Cc1ccc(F)cc1F)Nc1ccc(Cl)cc1Cl | 0.3

From compound 11 to 12, as listed above:
# | Structure | DUSP3 inh
11 | COc1ccc(C2/C(=C(/O)c3ccc(C)cc3)C(=O)C(=O)N2CCCn2ccnc2)c(OC)c1 (stereo not drawn) | -19.8
12 | O=C(Cc1ccc(F)cc1F)Nc1ccc(Cl)cc1Cl | 0.3

More records.
# | Structure | DUSP3 inh
13 | O=C(/C=C/c1ccc(/C=C/C(=O)c2cccc(N3C(=O)CCC3=O)c2)cc1)c1cccc(N2C(=O)CCC2=O)c1 | 5.3
14 | O=C(O)C1C2CCC(C2)C1C(=O)Nc1nc2ccccc2s1 (stereo not drawn) | -16.9
15 | Cc1oc(C(N)=O)cc1COc1ccc(C(N)=O)cc1 | -10.5
16 | CSc1ccc(/C=C2/SC(=O)N(CN3CCCCC3)C2=O)cc1 | -24.3
17 | COc1ccc(N(CC(=O)Nc2ccc(C)cc2C)S(=O)(=O)c2ccc(C)cc2)cc1 | -0.7
18 | CC(=O)c1cccc(NC(=O)CC2S/C(=N\N=C(/C)c3ccc(F)cc3)NC2=O)c1 (stereo not drawn) | 1.0
19 | Cc1cccc(C)c1NC(=O)CSCC(=O)Nc1ccc2ccccc2c1 | 4.5
20 | C=CCC1(O)C(C)C(c2cc(OC)ccc2OC)NC(c2cc(OC)ccc2OC)C1C (stereo not drawn) | 4.4
21 | Cc1ccc(Cc2ccc(C(=O)Nc3ccc([N+](=O)[O-])cc3)o2)cc1 | 4.2
22 | COCCOC(=O)C1=C(C)NC2=C(C(=O)CC(C)(C)C2)C1c1cccc(OCc2ccccc2)c1 (stereo not drawn) | 4.2
23 | COc1ccc(C(=O)Nc2ccc(Br)cc2F)c(OC)c1 | -19.8
24 | CCOc1cc(C(=O)Nc2ccc(F)cc2)cc(OCC)c1OCC | -8.4
25 | COC(=O)c1cc(NC(=O)c2ccccc2Br)cc(C(=O)OC)c1 | 21.9
26 | CC1CC(Nc2ccccc2)c2ccccc2N1C(=O)c1ccc(Cl)c(Cl)c1 (stereo not drawn) | -6.3
27 | CCc1ccccc1NC(=O)c1c(NC(=O)c2ccccc2Br)sc2c1CCC2 | -10.7
28 | Cc1ccc(Cl)cc1NC(=O)/C(C#N)=C\c1ccc(I)o1 | 3.7
29 | O=C(/C=C/c1ccccc1)N1CCN(Cc2ccc3c(c2)OCO3)CC1 | -12.6
30 | O=C(O)c1cccc(S(=O)(=O)N2CCCCCC2)c1 | -1.4
31 | Cc1nn(C(=O)c2nn(C)cc2[N+](=O)[O-])c(C)c1Br | 2.6
32 | CCN(CC)CCCNS(=O)(=O)c1ccc(Cl)cc1 | 14.7
33 | CCc1nnc(NC(=O)CSc2nc3ccccc3[nH]2)s1 | -13.7
34 | CCOC(=O)C(P(=O)(OCC)OCC)P(=S)(c1ccccc1)c1ccccc1 (stereo not drawn) | 5.8
35 | Cc1ccc(NC(=O)CCC(=O)n2nc(C)cc2C)c(C)c1 | -5.9
36 | O=C(Nc1ccccc1)Nc1nnc(-c2ccc(Cl)cc2)s1 | -17.9
37 | CC1(C)CC(NC(=S)Nc2ccccc2)CC(C)(C)N1 | -10.1
38 | O=C(COc1ccc2c(c1)oc(=O)c1ccccc12)c1ccccc1 | 3.2
39 | COc1ccc(/C=c2\oc3cccc4c(OC)ccc(c2=O)c34)cc1OC | -13.3
40 | CC(=O)N1CCN(CC(C)(C)NS(=O)(=O)c2ccccc2)CC1 | -8.8
41 | CCOc1ccc(/C=C/C(=O)c2ccc(C)cc2)cc1 | -0.5
42 | CC(=O)Nc1cccc(N=Cc2ccccc2O)c1 | 13.8
43 | COc1cccc(C(=O)/C=C/c2ccccc2Cl)c1 | 2.3
44 | Cc1cc(NC(=O)CCc2ccccc2)ccc1NC(=O)CCc1ccccc1 | -7.3
45 | O=C1c2ccccc2-c2onc3ccc(NC4CCCCC4)c1c23 | 8.9
46 | C=COCCNC(=O)C(=O)Nc1cccc(C)c1C | -3.3
47 | Cc1ccc(N(CC(=O)Nc2ccccc2Br)S(C)(=O)=O)cc1Cl | -17.4
48 | O=C(NC1CCCCCC1)c1ccc(Cl)c([N+](=O)[O-])c1 | 8.7
49 | CN(C)/C=C1\N=C(c2cccc(F)c2)OC1=O | -18.4
50 | COc1cc(/C=C2/C(=O)N(c3ccc(Cl)c(Cl)c3)N=C2C)ccc1OC(C)=O | -11.9
51 | COc1ccccc1C1NC(=O)CS1 (stereo not drawn) | 9.4
52 | CC(=O)Nc1ccccc1NC(=O)c1ccc(Cl)cc1 | -32.2
53 | O=C1c2ccc(Oc3ccc4c(c3)C(=O)N(c3ccc(S)cc3)C4=O)cc2C(=O)N1c1ccc(S)cc1 | 72.2
54 | COc1ccc(N2CC(C(=O)N/N=C/c3ccc([N+](=O)[O-])cc3)CC2=O)cc1 (stereo not drawn) | -14.9
55 | COc1ccc(C=NC2=NN(c3ccccc3)CC2)cc1 | 22.4
56 | COc1ccc(NC(=O)c2cccc(Cl)c2)cc1 | -18.2
57 | Cc1ccc(S(=O)(=O)Nc2cccc(C)c2C)cc1[N+](=O)[O-] | -13.1
58 | O=C(Nc1ccc(Cl)c(C(F)(F)F)c1)c1ccco1 | -6.1
59 | CCOC(=O)c1c(N2C(=O)C3CC=C(Cl)CC3C2=O)sc2c1CCCC2 (stereo not drawn) | 15.5
60 | Cc1c(Cl)ccc2c1NC(C(=O)O)C1CC=CC21 (stereo not drawn) | 84.2*
61 | CN1C(=O)NC(=O)/C(=C/c2ccc(-c3ccc([N+](=O)[O-])cc3Cl)o2)C1=O | 15.8
62 | O=C(Nc1ccc(Cl)c(-c2nc3ccccc3[nH]2)c1)c1ccncc1 | -3.9
63 | O=C(CC12CC3CC(CC(C3)C1)C2)NC1CCCCC1 | -5.7
64 | CCc1ccc(CNCCc2c[nH]c3ccccc23)cc1 | 27.0
65 | NC(=O)c1ccccc1N=Cc1ccc(Cl)c([N+](=O)[O-])c1 | -2.5
66 | CCc1c(C#N)c(N)nc(SCC(=O)c2cc3ccccc3oc2=O)c1C#N | 0.5
67 | Cc1ccc(NC(CC(=O)O)C(=O)O)cc1 (stereo not drawn) | -3.1
68 | COc1ccc(S(=O)(=O)N(CCc2ccccc2)CC(=O)Nc2cccc3ccccc23)cc1 | 7.0
69 | Cc1ccc(NC(=O)/C(=C/c2ccccc2)c2ccccc2)cc1C | -15.9
70 | O=C(Nc1ccc(OC(F)(F)F)cc1)c1ccc2ccccc2c1 | -11.9
71 | CCCN1CCC(=NNC(=O)c2cccc([N+](=O)[O-])c2)CC1 | -9.4
72 | C=C(C)c1cccc(C(C)(C)NC(=O)N2CCN(C/C=C/c3ccccc3)CC2)c1 | -7.1

Next part
# | Structure | DUSP3 inh
73 | Cc1ccc(NCC(=O)N/N=C\c2cc(Br)ccc2O)cc1 | -16.5
74 | COc1cc(C(=O)Nc2ccccc2C(N)=O)cc(OC)c1OC | -27.1
75 | COc1cc(OC)c(C=C2C(=O)NC(=S)NC2=O)cc1Br | 27.4
76 | CC(C)Cc1nnc(NC(=O)Nc2ccc(Cl)c(Cl)c2)s1 | -26.7
77 | CC(C)N(C(=O)c1ccc(-c2nc3ccccc3s2)cc1)C(C)C | 9.7
78 | Cc1cc(/C=C2\C(=O)NC(=O)N(c3ccc4c(c3)OCO4)C2=O)c(C)n1-c1cccnc1 | 4.7
79 | COCCN1C(=O)/C(=C/c2cccc3ccccc23)SC1=S | -8.3
80 | O=c1nc2cc3[nH]c4c(=O)c5ccccc5c4[nH]c3cc2n1 | -1.6
81 | Cc1cc(Br)cc(C)c1NC(=O)C(C)C | -5.6
82 | Cc1ccc(NC2=CC(c3ccc4c(c3)OCO4)N(c3ccc(C)cc3)C2=O)cc1 (stereo not drawn) | 4.4
83 | CCc1ccccc1NC(=O)C(=O)NCc1ccc(F)cc1 | 1.6
84 | C/C(=C1/SC(=S)NC1=O)c1ccc(C)cc1 | -2.8
85 | COc1ccc(C(N=C2NS(=O)(=O)c3cc([N+](=O)[O-])ccc32)c2ccccc2)cc1 (stereo not drawn) | -2.2
86 | CCCc1nc(C)c(-c2ccc(OC)c(OC)c2)c(=O)[nH]1 | 6.4
87 | CCSc1sc(CC)cc1C(=O)O | -2.9
88 | CCOC(=O)/C(=C1/OC(=O)c2ccccc21)c1ccc([N+](=O)[O-])cc1 | 7.5
89 | Cc1ccc(S(=O)(=O)N2CCN(C(=O)c3ccccc3)C2C(C)C)cc1 (stereo not drawn) | -10.0
90 | CCC1=NN2C(=N)/C(=C/c3ccc(OCc4ccc(F)cc4)cc3)C(=O)N=C2S1 | -10.4
91 | C/C(=N\NC(=O)CCc1ccccc1)c1cccc(N)c1 | 14.0
92 | CCCC1C(=O)CC(c2ccccc2)N(C)C1c1ccccc1 (stereo not drawn) | -8.8
93 | O=C(Cc1ccccc1)N1CCN(Cc2ccco2)CC1 | -16.5
94 | CCC(Oc1ccccc1)C(=O)Nc1sc(C)c(C)c1C(=O)OC (stereo not drawn) | 8.1
95 | O=C(CSc1ncccn1)NN=C1CCCC1 | -32.8
96 | CCC(=O)Nc1ccc(NC(=O)c2ccc(Br)o2)cc1 | 0.2
97 | COc1ccc(C2CC(C(F)(F)F)n3nc(C(=O)NCCc4ccccc4)c(Cl)c3N2)cc1OC (stereo not drawn) | 7.2
98 | Cc1ccc2nc3nc(C)cc(C)c3c(N)c2c1 | -13.4
99 | Cc1ccc(C(=O)Oc2ccc(/C=c3/sc4nc5ccccc5n4c3=O)cc2)cc1 | -7.1
100 | CCC1CCc2c(sc(NC(=O)c3c(-c4ccccc4)noc3C)c2C(N)=O)C1 (stereo not drawn) | -49.7
101 | Cc1cccc(OCCn2c(C)nc3ccccc32)c1 | -3.0
102 | CCN(CC)S(=O)(=O)c1ccc(N)cc1 | 5.4
103 | CN(C)c1cccc(C(=O)NC(c2ccccc2)c2ccccc2)c1 | -37.9
104 | COc1ccc(-n2c(O)c(C=Nc3ccc(C)cc3)c(=O)[nH]c2=O)cc1 | -17.1
105 | Cn1c(=O)oc2cc(Cl)c(C(=O)O)cc21 | -28.0
106 | O=S1(=O)c2ccccc2-c2cc(-c3nc(C4=CNC5C=CC=CC45)[nH]c3-c3ccccc3)ccc21 (stereo not drawn) | 38.9
107 | CCOc1ccccc1N1CCN(C(=O)c2cc(-c3ccccc3)nc3ccccc23)CC1 | 6.1
108 | COc1c(Cl)ccc(Cl)c1C(=O)Nc1cccc(Br)c1 | -3.5
109 | C=CCN1C(=O)/C(=C\c2ccc(OCCOCCOc3ccc(C)cc3)cc2)SC1=S | 0.8
110 | COc1ccc(COC(=O)C2=C(C)NC3=C(C(=O)CC(C)(C)C3)C2c2ccc(Cl)c([N+](=O)[O-])c2)cc1 (stereo not drawn) | -13.2
111 | CC(C)=CCCC(C)NCc1ccco1 (stereo not drawn) | -11.7
112 | Cc1ccc(OCc2nc(-c3ccc(Cl)cc3)no2)c(Br)c1 | -8.3
113 | COc1cc(N2N=C(c3ccccc3)CC2c2ccccc2)c(C=O)cc1C=O (stereo not drawn) | 17.9
114 | COc1ccc(-c2c(C#N)c(N)nc(SCC(=O)OCc3ccccc3)c2C#N)cc1 | 4.5
115 | O=C(c1ccc(I)cc1)N1CCc2ccccc21 | -6.7
116 | C#CCSc1nc2ccccc2n1C(=O)/C=C/c1cccc([N+](=O)[O-])c1 | 4.3
117 | CCNC(=O)N1c2ccc(C)cc2C(C)=CC1(C)C | -6.5
118 | COc1ccc(NC2SC(=O)NC2=O)cc1 (stereo not drawn) | -44.0
119 | CCOC(=O)C1=C(C)N(CCOC)C(=O)/C1=C\c1ccccc1[N+](=O)[O-] | -2.7
120 | COc1cc(C=C2C(=O)N(C)C(=O)N(C)C2=O)ccc1Oc1ccc([N+](=O)[O-])cn1 | 17.6
121 | c1cc(NCc2ccc3c(c2)OCO3)cc(-c2nc3ccccc3o2)c1 | -1.9
122 | Cc1cccc2c1N(C(=O)CN1C(=O)c3ccccc3C1=O)C(C)(C)c1ssc(=S)c1-2 | -23.6
123 | CCOC(=O)c1ccccc1NC(=O)c1cnn2c1NC(c1ccccc1)CC2C(F)(F)F (stereo not drawn) | -2.0
124 | Cc1c(N2C(=O)CS/C2=N\N=C\c2ccc(Cl)cc2)c(=O)n(-c2ccccc2)n1C | -1.6
125 | Cc1c(NC(=O)C2(C)CCCCC2)c(=O)n(-c2ccccc2)n1C | -22.7
126 | CCOc1ccc(-c2nc3cc(NC(=O)c4ccc(Br)o4)ccc3o2)cc1 | 0.4
127 | COc1cc(NC(=O)c2ccccc2I)ccc1NC(=O)c1ccco1 | 22.8
128 | COc1ccccc1N1CCN(C(=O)Cn2cnc3c2c(=O)n(C)c(=O)n3C)CC1 | 17.2
129 | C=CCN1C(=O)NC(=O)C(=Cc2cccn2C)C1=O | -6.0
130 | O=C(c1ccc(I)cc1)N1CCOCC1 | -5.2
